KOR beta-arrestin-1: KOR agonists, beta-arrestin recruitment, primary screen, cell-based, luminescence, uHTS (AID 1777) | KOR beta-arrestin recruitment, luminescence; higher % means a stronger effect | activation, % at 10 µM; hits with a dose series show EC50 in µM | hit rate 0.02% among 280,000; in the data active means activation above about 50%, passing the limit was not always enough; further: a part of the inactive calls stands beside numbers as strong as those of hits
HIV peptide binding: inhibitors of HIV fusion peptide binding, primary screen, biochemical, uHTS, fluorescence dequenching (AID 1986). cell-free peptide binding, fluorescence dequenching, 30 min; higher % means a stronger effect. hit rate 0.3% among 290,000. inhibition, % at 20 µM; hits with a dose series show IC50 in µM; in the data active means inhibition mostly above about 52%, no sharp cut-off; inactive means mostly below about 76%; further: some results filed as inactive read as strong as hits
GPR55 antagonists: GPR55 antagonists blocking LPI-driven arrestin recruitment, primary screen, imaging, U2OS, beta-arrestin-GFP, LPI agonist (AID 2013); hit rate 0.13% among 290,000; U2OS GPR55 beta-arrestin-GFP translocation imaging, LPI antagonism; higher % means a stronger effect; inhibition, % at 10 µM; hits with a dose series show IC50 in µM;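 active means spots per cell inhibited over 60%, with over 100 cells counted and total cytoplasm intensity under 500,000; inconclusive means wells with under 100 cells, flagged as likely toxic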;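 further: U2OS cells stably carrying GPR55 and arrestin-GFP stimulated by 5 µM LPI near EC80; imaged beta-arrestin-GFP aggregate spots per cell after agonist stimulation; plate controls were LPI-stimulated DMSO wells for no effect and DMSO wells without LPI for full effect; some results filed as inactive read as strong as hits; confirmed hits need IC50 under 10 µM and bright autofluorescent wells are also inconclusive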
MgcRacGAP inhibition: MgcRacGAP GTPase-activating activity inhibitors, confirmation, biochemical, ADP Hunter fluorescence; MgcRacGAP-stimulated Rac1 GTP hydrolysis, ADP Hunter fluorescence; higher % means a stronger effect; GST-tagged Rac1 F28L mutant substrate; inhibition, % at 30 µM; hits with a dose series show IC50 in µM; hit rate 0.6% among 340,000; AID 624330;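 active means first-screen hits whose inhibition reached a set limit at any dose in the follow-up dose series; inconclusive means inhibition above the set first-screen limit but never retested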;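 further: fluorescence reports GDP produced by GAP-driven GTP hydrolysis; strong numbers were not always called active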
Large T inhibition: SV40 large T antigen inhibitors, biochemical (AID 1903) | SV40 large T antigen ATPase/helicase inhibition assay; higher % means a stronger effect | inhibition, % at 20 µM; hits with a dose series show IC50 in µM | hit rate 0.39% among 310,000; in the data active means a potency from the dose series; inconclusive means inhibition mostly from about 32% at the one dose, without a potency; inactive means the rest, 99 in 100 with inhibition below about 32%; further: strong numbers were not always called active
HEK293 NOD2/NF-kB: NOD2 signaling inhibitors, cell-based, luminescence, uHTS, HEK293 (AID 1566); HEK293 NOD2/NF-kB luciferase reporter, luminescence; higher % means a stronger effect; inhibition, % at 4 µM, or EC50 in µM where a hit was titrated; hit rate 0.63% among 290,000; further: many of its hits are not listed in these tables
KOR beta-arrestin-2: KOR antagonists, beta-arrestin recruitment, cell-based, luminescence, uHTS (AID 1778). inhibition, % at 10 µM, or IC50 in µM where a hit was titrated. KOR beta-arrestin recruitment, luminescence, antagonist mode; higher % means a stronger effect. hit rate 0.091% among 290,000; further: strong numbers were not always called active
NOD1 inhibition: inhibition of NOD1-driven NF-kB reporter – cell-based, luminescence, uHTS, primary screen (AID 1578); NOD1-driven NF-kB luciferase reporter cells, luminescence; higher % means a stronger effect; inhibition, % at 4 µM, or EC50 in µM where a hit was titrated; hit rate 1% among 290,000; in the data active means inhibition mostly above about 36%, no sharp cut-off; inactive means mostly below about 34%;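 further: HEK-293T reporter cells stimulated with the NOD1 agonist gamma-tri-DAP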
GPR55 beta-arrestin: selective activators of receptor GPR55 – imaging, U2OS cells, beta-arrestin-GFP redistribution, primary screen (AID 1961). hit rate 0.048% among 290,000. activation, % at 10 µM; hits with a dose series show EC50 in µM. U2OS GPR55 beta-arrestin-GFP redistribution imaging; higher % means a stronger effect;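 active means activation above 40% with more than 50 cells counted in the well; inconclusive means wells holding fewer than 50 cells, flagged as toxic or sparse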;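 further: U2OS osteosarcoma cells stably expressing GPR55 and beta-arrestin-GFP; plate controls were DMSO negative control for no effect and LPI positive control for full effect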
* = called active by the depositor; ? = inconclusive; · = no result given; [ ] = remark or other dose. Unless noted, no stated cut-off is given here; in the data, active means inhibition above about 50%; inactive means the rest. The list is partial; count on the stated rates, not on these rows.

no.	SMILES	KOR beta-arrestin-1	HIV peptide binding	GPR55 antagonists	MgcRacGAP inhibition	Large T inhibition	HEK293 NOD2/NF-kB	KOR beta-arrestin-2	NOD1 inhibition	GPR55 beta-arrestin
1	O=C(CCNc1ccc(Br)cc1)c1cccc([N+](=O)[O-])c1	-2.1%	-0.2%	-2.7%	-5.3%	5.4%	-39.0%	-11.8%	-51.4%	-0.1%
2	CC(/C=N/NC(=O)Cn1cnc2c1c(=O)n(C)c(=O)n2C)=C\c1ccccc1	·	1.3%	3.3%	0.2%	2.6%	12.7%	·	-12.8%	0.2%
3	Cn1c(=O)n(C)c2cc(CNc3ccc(N4CCOCC4)c(C(=O)O)c3)ccc21	-0.4%	-1.2%	?	10.8%	10.9%	0.6%	6.8%	·	-0.2%
4	CN(CCn1ccnc1)C(=O)CC1C(=O)NCCN1Cc1ccccc1C(F)(F)F (configuration not stated)	·	1.2%	-10.1%	4.2%	25.0%	-1.1%	2.7%[20 µM]	-20.9%	-0.1%
5	Cc1cc(Cl)c(S(=O)(=O)NCC2CCCO2)cc1OCC(N)=O (configuration not stated)	-4.7%	-1.6%	7.0%	4.2%	-1.0%	4.9%	-30.4%	1.4%	0.4%
6	O=C(CN1CCOCC1)Nc1cccc(S(=O)(=O)N2CCCCCC2)c1	-2.1%	-0.8%	-0.4%	4.7%	10.5%	14.5%	-23.1%	17.6%	1.4%
7	O=C(CNS(=O)(=O)c1cccs1)N1CCN(c2ccccn2)CC1	5.9%	-0.7%	16.0%	7.5%	10.3%	25.3%	-0.3%	20.5%	-0.2%
8	CCOc1cc(OCC)cc(C(=O)Nc2cccc(C(C)=O)c2)c1	-0.6%	-1.7%	3.3%	4.5%	18.8%	4.6%	·	1.2%	-0.2%
9	COC(=O)C1Sc2[nH]c(=O)sc2C(c2ccc(Cl)cc2)C1C(=O)OC (configuration not stated)	2.9%	3.0%	12.6%	9.7%	25.0%	-4.4%	4.3%	-11.5%	-0.1%
10	Cc1ccc2nc(-c3ccc(O)cc3)oc2c1	-2.4%	1.3%	17.4%	12.3%	21.4%	-103.4%	-32.0%[20 µM]	-38.2%	-0.1%
11	CCOc1ccccc1/C=C/C(=O)c1ccc(Cl)cc1	5.3%	1.9%	32.4%	-4.9%	1.9%	-6.2%	22.1%	-10.7%	34.4%
12	Cc1[nH]c(=S)c(C#N)c(-c2ccco2)c1C(=O)N(C)C	-1.0%	19.3%	6.1%	14.3%	23.2%	7.3%	17.7%	-29.8%	-0.3%
13	Cc1cccc(C(=O)NCC(=O)N(C)CC(=O)Nc2ccc(N3CCOCC3)cc2)c1	1.8%	1.6%	11.2%	8.5%	9.6%	2.7%	-10.4%	-8.7%	-0.1%
14	Cc1ccc(-n2nc(C)c3c(C)c(CCC(=O)O)c(C)nc32)cc1C	-1.9%	3.8%	4.9%	10.0%	8.1%	25.6%	10.6%	5.9%	0.0%
15	CC1(C)Cc2c(cnn2-c2ccc(F)cc2)C(NC(=O)CN2CCCCC2=O)C1 (configuration not stated)	-2.5%	0.7%	-8.1%	0.1%	4.4%	-0.7%	-13.1%	-3.7%	0.0%
16	CCOC(=O)CC(=O)CSc1ncnc2c1cnn2-c1ccccc1	-0.2%	-0.3%	11.9%	3.9%	19.2%	-37.0%	2.9%	-30.3%	0.0%
17	Cc1c(/C=N\NC(=O)c2cccc(F)c2)cnn1C	1.6%	-2.8%	-3.7%	9.4%	-6.4%	6.3%	28.3%	-5.5%	-0.4%
18	O=C(c1ccco1)N1CCN(C(=S)Nc2ccc(Br)cc2Cl)CC1	3.4%	-0.8%	-2.3%	7.0%	12.8%	11.6%	-23.2%	-22.1%	-0.1%
19	COc1ccc(NC(=O)c2cccs2)cn1	-4.2%	0.1%	1.3%	7.3%	1.8%	10.0%	5.2%	-3.6%	-0.1%
20	CC(=NC1CCCC1)c1c(C)[nH]n(-c2nc3ccccc3s2)c1=O	5.3%	-0.1%	9.3%	8.4%	4.8%	-28.8%	0.9%	-94.4%	-0.1%
21	O=C(CSc1nnc2c(n1)[nH]c1ccccc12)N1CCCCC1	4.2%	0.8%	-8.7%	5.7%	4.0%	5.8%	-17.4%	-27.2%	-0.1%
22	Cc1ccc(Oc2ccc(Cl)cc2NC(=O)c2cnccn2)cc1	0.2%	24.5%	-8.3%	-0.4%	16.4%	-2.6%	-5.5%	-5.6%	-0.1%
23	CC(C)(CC(=O)O)CC(=O)Nc1ccc2c(c1)ncn2CCc1ccccc1	-5.8%	-1.2%	3.4%	9.6%	6.0%	-1.9%	28.7%	-4.9%	0.4%
24	COc1ccccc1S(=O)(=O)Cc1ccc(C(=O)NC2CCCCC2)o1	-2.2%	-0.1%	26.0%	5.8%	17.3%	-8.2%	-6.6%	-16.9%	0.0%
25	CCOc1ncccc1C(=O)NCC1COc2ccccc2O1 (configuration not stated)	1.9%	-1.5%	-0.4%	2.7%	4.7%	1.9%	-14.9%	-16.0%	-0.2%
26	COc1ccc(CC(=O)Nc2ccc(S(=O)(=O)Nc3cc(C)on3)cc2)cc1	4.8%	-2.9%	-6.7%	8.1%	20.1%	-3.2%	-15.8%	12.9%	-0.1%
27	CC(=O)Nc1ccc(NCC(=O)c2ccccc2)cc1	-3.8%	0.6%	12.7%	14.9%	24.6%	9.5%	25.9%	-3.8%	-0.1%
28	C=CCNc1nc(NC(C)(C)CO)nc(OC)n1	0.3%	4.1%	-18.3%	9.5%	20.5%	15.4%	9.0%	-9.0%	-0.3%
29	O=C1CCCC/C1=C\Nc1ccc(C(=O)O)c(O)c1	0.0%	-1.3%	4.5%	14.2%	23.9%	11.2%	3.3%	-3.7%	-0.1%
30	CCc1c(C)sc(NC(=O)C2CC(c3c(F)cccc3Cl)=NO2)c1C#N (configuration not stated)	-1.4%	2.3%	-10.7%	1.3%	11.7%	-6.2%	1.9%	-36.2%	-0.1%
31	CCOC(=O)N1CCN(C(=O)CSc2ncccn2)CC1	1.7%	-0.9%	3.5%	1.7%	9.8%	1.2%	-49.1%	1.9%	0.0%
32	CSc1nnc(N2C(=O)C(O)=C(C(=O)c3ccco3)C2c2ccc(F)cc2)s1 (configuration not stated)	6.5%	51.5%	-1.7%	8.2%	19.8%	9.3%	8.8%	-25.9%	0.2%
33	CCCN(CCC)C(=O)CSc1nc2c(sc(=S)n2-c2ccc(OCC)cc2)c(=O)[nH]1	-3.8%	18.7%	1.77µM*	3.1%	26.8%	20.3%	35.6%	-17.8%	-0.5%
34	COc1cc(CNCc2cccs2)ccc1OCc1cccs1	-1.7%	-2.1%	24.7%	2.9%	-2.1%	-5.9%	-16.2%	21.3%	-0.3%
35	Cc1onc(-c2ccccc2)c1NC(=O)Nc1c(-c2ccccc2)noc1C	-6.0%	0.4%	7.9%	7.8%	11.6%	-0.3%	-0.7%	-19.1%	-0.3%
36	Cc1cc(CNC(=O)COc2ccc(C#N)cc2)c2ccccc2n1	-1.4%	-1.9%	-8.3%	2.6%	14.7%	-4.0%	-15.8%[20 µM]	16.9%	-0.1%
37	CCN(CC)c1ccc(N=Cc2ccccc2[N+](=O)[O-])cc1	-0.7%	6.6%	1.8%	30.5µM*	?	-6.4%	11.0%	-34.1%	0.1%
38	COc1ccc(N2CCN(c3cc(C)c4cccc(C)c4n3)CC2)cc1	-2.8%	-0.5%	3.0%	-0.4%	-2.8%	-2.3%	5.6%	-39.7%	-0.2%
39	O=C(Nc1ccc2c(c1)CCC2)c1ccccc1	2.7%	1.7%	7.7%	5.9%	0.0%	-107.8%	19.0%	-20.4%	0.6%
40	CCOC(=O)C1CCN(Cc2ccccn2)CC1	-3.6%	2.1%	-6.4%	·	19.8%	-4.7%	-9.2%[20 µM]	-4.9%	-0.4%
41	O=C(O)COCC(=O)Nc1ccccc1-c1ccccc1	·	1.8%	-22.7%	-7.7%	13.3%	4.2%	-26.8%[20 µM]	-34.1%	-0.1%
42	Cc1nc(C)c(C(=O)Nc2cccc(Cl)c2)o1	1.1%	0.6%	2.7%	7.8%	14.7%	-6.7%	-23.8%	-12.5%	0.4%
43	O=C(Cn1cc([N+](=O)[O-])cn1)NCc1ccccc1	14.7%	0.7%	4.8%	9.9%	5.7%	6.6%	-12.5%	8.1%	0.2%
44	O=C(Nc1c(-c2ccccc2)nc2ccc(Cl)cn12)c1cccs1	-4.8%	-0.6%	2.5%	2.1%	13.9%	9.6%	29.1%	-38.2%	0.6%
45	COc1ccc(C2C(=O)N(C3CCCCC3)CC(=O)N2C2CCCC2)cc1 (configuration not stated)	-4.1%	-2.0%	13.3%	-5.1%	14.4%	1.6%	18.7%	1.6%	-0.1%
46	Cc1ccccc1Cc1c(C)nc2nc(SCC(=O)NCc3ccco3)nn2c1C	-1.7%	0.4%	14.7%	7.0%	22.5%	6.0%	4.0%	0.5%	-0.1%
47	CC1CN(C(=O)Cn2c(C(F)(F)F)nc3ccccc32)CC(C)O1 (configuration not stated)	·	1.2%	1.6%	3.2%	3.8%	11.0%	·	-31.2%	-0.1%
48	CCOc1ccc(C(=O)NCC(=O)N2CCc3ccccc3C2)cc1OCC	3.3%	0.9%	9.5%	7.6%	5.0%	10.2%	-12.5%	-25.4%	-0.4%
49	Cc1cc(=O)oc2c(C)c(OC(C)C(=O)NCCN3CCOCC3)ccc12 (configuration not stated)	-2.9%	-0.8%	14.1%	3.3%	8.1%	-1.7%	29.3%	-19.7%	-0.2%
50	O=C(CSc1nc(O)c(Cc2ccccc2)c(=O)[nH]1)Nc1ccccc1	-6.3%	0.1%	-7.2%	9.6%	2.1%	-0.5%	9.5%	-18.4%	-0.1%
51	O=C(C1CCCN(Cc2ccccc2Cl)C1)N1CCCCC1 (configuration not stated)	-2.5%	0.5%	10.2%	20.6%	1.5%	-15.3%	-6.9%	2.4%	0.0%
52	CN1CCCN(S(=O)(=O)c2ccc(Cl)c(Cl)c2)CC1	-1.4%	-0.3%	5.2%	1.0%	0.2%	8.6%	-5.7%	-28.3%	0.4%
53	CSc1nsc(SCC(=O)Nc2ccc(C(=O)O)cc2)n1	-0.4%	3.6%	11.3%	6.7%	9.1%	14.3%	21.8%	4.9%	0.3%
54	CC(=O)c1ccc(N2CCN(C(=O)c3c(-c4ccccc4Cl)noc3C)CC2)cc1	-2.4%	1.4%	7.4%	4.7%	3.7%	-6.4%	-10.1%	-23.3%	-0.1%

Compound profiles (already shown). Screens in order: KOR beta-arrestin-1	HIV peptide binding	GPR55 antagonists	MgcRacGAP inhibition	Large T inhibition	HEK293 NOD2/NF-kB	KOR beta-arrestin-2	NOD1 inhibition	GPR55 beta-arrestin
O=C(C1CCCN(Cc2ccccc2Cl)C1)N1CCCCC1 (configuration not stated) is listed as -2.5%	0.5%	10.2%	20.6%	1.5%	-15.3%	-6.9%	2.4%	0.0%
O=C(Nc1c(-c2ccccc2)nc2ccc(Cl)cn12)c1cccs1 is listed as -4.8%	-0.6%	2.5%	2.1%	13.9%	9.6%	29.1%	-38.2%	0.6%

From PubChem
